# GLP1R inv ag – acts as inverse agonist at human GLP-1 receptor | AID 624417 | HEK293 GLP-1R CRE-luciferase, luminescence, 24 h; GLP-1R form is constitutively active | P43220 | hit rate 1.6% among 410,000 | Potency, µM (doses to about 38.3 µM), without a hit: at the highest dose activity change, negative = inhibition, most hits filed as inhibitors; further: on the % scale 0 is the no-effect control and ±100 the full control effect; nearly all actives have a fitted effect of over 55% in size
# Target sequence (P43220 whole entry, looked up): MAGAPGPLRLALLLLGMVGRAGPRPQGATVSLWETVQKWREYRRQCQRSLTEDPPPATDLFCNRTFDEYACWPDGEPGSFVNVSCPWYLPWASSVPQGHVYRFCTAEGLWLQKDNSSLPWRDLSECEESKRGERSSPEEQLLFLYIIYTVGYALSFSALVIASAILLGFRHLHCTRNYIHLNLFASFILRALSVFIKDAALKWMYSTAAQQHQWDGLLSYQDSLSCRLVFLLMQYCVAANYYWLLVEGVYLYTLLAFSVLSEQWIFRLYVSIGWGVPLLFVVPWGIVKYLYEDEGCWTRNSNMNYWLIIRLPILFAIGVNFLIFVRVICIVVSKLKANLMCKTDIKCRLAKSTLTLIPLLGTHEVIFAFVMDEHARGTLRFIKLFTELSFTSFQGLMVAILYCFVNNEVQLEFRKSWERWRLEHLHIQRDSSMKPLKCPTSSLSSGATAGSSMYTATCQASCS
#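 qHTS in 1536-well format: reporter HEK293 cells expressing constitutive GLP-1R activity in DMEM + 10% Nu serum, 24 hr with compounds at 37 deg C, luminescence read after 12 min with detection reagent.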
# KB-3-1 cytotox – KB-3-1 parental cell cytotoxicity | KB-3-1 viability, CellTiter-Glo ATP luminescence, 72 h | Potency, µM (doses to about 46.1 µM), without a hit: at the top dose activity change, negative = cytotoxic, most hits filed as cytotoxic | hit rate 1.4% among 400,000 | AID 1347075; further: on the % scale 0 is the no-effect control and ±100 the full control effect; nearly all actives have a fitted effect of over 60% in size
#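 Cytotoxicity in the drug-sensitive parental line KB-3-1 was scored as loss of CellTiter-Glo luminescence following 72 h incubation with compound. Values come from curve fitting of normalized concentration-response data.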
# HT1080NT lethal – kills 2HG-producing HT-1080-NT fibrosarcoma cells; HT-1080-NT fibrosarcoma viability, CellTiter-Glo ATP luminescence, 48 h; Potency, µM (top dose mostly 46.1 µM), for inactives: at the top dose activity, negative = less viability, actives largely listed as cytotoxic; hit rate 1.6% among 360,000;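 further: NT is the 2HG producing partner of a matched IDH1 knockdown line; 0% = DMSO-treated cells and -100% = media-only wells without cells; nearly all actives have a fitted effect of over 55% in size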
#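 Viability of the 2HG-overproducing fibrosarcoma line after 48 hours of compound exposure at 37 degrees C was determined by luminescence with CellTiter-Glo, and concentration-effect curves were then fitted and categorized.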
# GLP-1R agonist – activates the human GLP-1 receptor. AID 624172. HEK293 GLP-1R CRE-luciferase, luminescence, 4-6 h; cells express a hypersensitive GLP-1R form. hit rate 0.007% among 380,000. Potency, µM (doses to about 45.6 µM), without a hit: top-dose activation, usual class: activators; further: % of control where 0% means no effect
# TDP43 rescue – TDP-43 toxicity inhibition in yeast; TDP-43 expressing yeast growth rescue, BacTiter-Glo, 24 h; Potency, µM (top dose mostly 46.1 µM), for the others: at the highest dose growth rescue (activation), usual class: activators; hit rate 1.8% among 410,000; AID 652104; further: % of control where 0% means no effect; nearly all actives have a fitted effect of over 50% in size
#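 Growth rescue of TDP-43-toxic yeast measured as ATP luminescence (BacTiter-Glo). Cells grown to mid-log in raffinose, induced in galactose at OD600=0.02, exposed to compound 24 hr at 30 deg C.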
# SW480 rerep – DNA re-replication induction in SW480 cells; SW480 DNA re-replication, Hoechst DNA content imaging, 48 h; hit rate 1.8% among 340,000; Potency, µM (highest dose often 46.1 µM), without a hit: at the top dose re-replication activation, most hits filed as activators; AID 624297; further: % of control where 0% means no effect; nearly all actives have a fitted effect of over 55% in size
#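 250 cells/well; 23 nL cpd via pin tool; 48 hr, 37 C, 5% CO2; Hoechst 40 min; imager read of total nuclear intensity, ex 405/em 500-530 nm.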
# KB-V1 MDR tox – kills drug-selected multidrug resistant KB-V1 cells | Potency, µM (series often up to 46.1 µM), inactives show top-dose activity change, negative = cytotoxicity, usual class: cytotoxic | hit rate 3.4% among 400,000 | KB-V1 MDR cells viability, CellTiter-Glo, 72 h; further: on the % scale 0 is the no-effect control and ±100 the full control effect; nearly all actives have a fitted effect of over 60% in size
#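 Following 72 h at 37 degrees C with compound, KB-V1 cell viability was read by CellTiter-Glo luminescence, medium being phenol-red-free DMEM plus 10% FBS; concentration-response parameters came from normalized, curve-fitted qHTS data.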
# HEK293 tox – cytotoxicity in counter-screen for GLP-1R inverse agonists; HEK293 cAMP-luciferase reporter cells, luminescence, 24 h; Potency, µM (highest dose often 38.3 µM), inactives show at the top dose activity change, negative = inhibition, most hits filed as inhibitors; hit rate 0.13% among 410,000; AID 624418;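 further: loss of luciferase light is scored as toxicity; on the % scale 0 is the no-effect control and ±100 the full control effect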
#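 Compound-treated cells are incubated 24 hr at 37 deg C under 5% CO2 after a 12 hour attachment period, then luciferase detection reagent is added and luminescence is measured following 12 min at room temperature; lowered signal indicates toxicity.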
# HT1080 IDH1KD tx – kills HT-1080 cells with IDH1 knockdown; HT-1080 IDH1 knockdown viability, ATP luminescence, 48 h; Potency, µM (series often up to 46.1 µM), for the others: top-dose activity, negative = toxicity, usual class: cytotoxic; hit rate 2% among 360,000;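 further: 0% = DMSO wells and -100% = cell-free medium wells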
#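 CellTiter-Glo luminescence after 48 h compound exposure at 37 degrees C of IDH1-knockdown HT-1080 cells in 5% FBS RPMI. %Activity scaled between DMSO wells and cell-free media wells, with curves fitted and assigned curve classes.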
# An asterisk follows results filed as active; ? = inconclusive; . = no result given; & = joins results of further samples; [ ] = another dose, or the depositor's remark. The call rests on the fitted dose curve; in most records, active means well fitted curve in the direction sought with a large enough effect; inconclusive means small, poorly fitted or top-dose-only effect, or another doubt; inactive means no such curve, though single readings can be large; an effect the other way counts as inactive or inconclusive. Potency means the concentration at half of the fitted maximal effect.
SMILES | KB-V1 MDR tox | HT1080NT lethal | TDP43 rescue | HEK293 tox | GLP1R inv ag | HT1080 IDH1KD tx | KB-3-1 cytotox | SW480 rerep | GLP-1R agonist
COc1ccc(C(OCC(O)CN(C)C2CCCCC2)c2ccc(OC)cc2)cc1 (centres undefined) | ? | ? | 9.8% | -27.1% | ? | ? | -2.6% | 14.8% | 43.8%
CCCCC(=O)NCc1ccc(F)cc1 | -4.8% | 10.4% | 12.7% | 15.5% | 7.0% | 6.7% | 11.2% | -2.0% | 10.2%
O=C(Cn1nc(-c2ccccc2)c2ccccc2c1=O)Nc1ccccn1 | -15.2% | -1.6% | 17.6% | -14.1% | 7.4% | -0.5% | 0.0% | -4.8% | 18.3%
COc1ccccc1Nc1nc(N)nc(CSc2ncccn2)n1 | -4.8% | 9.2% | 23.2% | -2.8% | 79.1%[activator] | 8.7% | 7.9% | -3.3% | 7.8%
COc1ccc2oc(-c3ccccc3)c(C(=O)N(C)C)c2c1 | -4.6% | 9.8% | ? | -8.5% | -25.5% | -1.0% | -13.7% | 1.7% | 4.7%
Cc1cc(C)cc(NC(=O)NCc2noc3ccccc23)c1 | 5.7% | . | 13.5% | 0.4% | -29.7% | . | 23.4% | . | .
COc1ccc(N2CCN(C(=O)CNS(=O)(=O)c3ccc(Br)s3)CC2)cc1 | ? | -14.4% | 20.2%&19.0% | -7.0%&-8.3% | ? | -8.2% | -12.0%&-0.7% | -0.3% | 12.7%
COc1ccc(S(=O)(=O)Cc2ccc(C(=O)N3CCN(c4cc(Cl)ccc4C)CC3)o2)cc1 | -27.2% | -13.6% | 35.7% | ? | ? | -4.5% | -13.2% | 15.1% | 9.4%
COCCCN1C(=O)c2ccc(C(=O)Nc3cccc(OC)c3)cc2C1=O | -3.7% | 10.6% | 12.7% | 8.5% | 1.7% | 4.4% | 7.3% | 3.7% | -6.1%
Cc1ccccc1C(=O)NC(=S)NC1CCSC1=O (centres undefined) | 13.8% | 18.9% | 27.0% | 1.4% | 16.6% | 21.2% | 5.0% | -2.1% | -7.3%
O=[N+]([O-])c1cc(CSC2=NCCN2)ccc1O | 4.4% | -4.2% | -2.7% | -17.6% | 12.5% | 25.6% | 0.0% | 8.5% | 9.4%
O=C(COC(=O)C1=NNC(=O)CC1)NCCc1ccccc1 | -5.9% | 9.3% | -25.7% | 3.1% | 1.4% | -0.3% | 1.2% | -95.2%[inhibitor] | 5.3%
COc1ccc(CNC(=O)CCCN2C(=O)NC3(CCCC3)C2=O)cc1 | 22.4% | 15.6% | 18.4% | 3.5% | 1.7% | 7.1% | -2.1% | 3.6% | 5.2%
O=C(NC1CCCCC1)C(c1ccc(F)cc1)N(Cc1ccco1)C(=O)CN1C(=O)c2ccccc2S1(=O)=O (centres undefined) | ? | -1.8% | 24.1% | 4.5% | -29.2% | -1.2% | -10.3% | 5.7% | -1.1%
C=CCN1C(=O)C(C(C)CC)NC1=S (centres undefined) | 5.9% | -3.2%[9.24 µM] | -3.2% | 23.4% | 45.5%[activator] | -1.7% | -1.8% | -4.1% | 3.6%
O=C(O)CS(=O)CC(=O)NCc1cccc(C(F)(F)F)c1 (centres undefined) | 33.3% | -1.0% | -6.6% | -7.5% | 7.5% | 19.8% | 17.0% | -4.1% | 5.0%
CCOC(=O)Cn1c(-c2ccccc2)nc2ccccc2c1=O | -2.6% | 1.9% | 20.6% | 9.0% | -0.6% | 5.6% | -1.0% | -7.2% | ?
CCOC(=O)c1cnc(SC)nc1Nc1cccc2ccccc12 | 11.6µM* | -6.1% | -20.3% | -2.1% | -1.6% | 8.8% | 3.7% | 6.6% | -0.3%
O=C(Nc1ccccc1-c1nc2ccccc2s1)C1=COCCO1 | ? | -21.7% | 16.5% | -12.3% | 10.3% | ? | ? | 3.5% | 4.2%
Cc1c(C(=O)c2ccc(F)cc2F)c2ccccn2c1CCc1ccccn1 | ? | 3.6% | 6.3% | -14.2% | ? | -3.0% | -3.7% | . | 2.1%
COc1ccc(-c2cc(C(F)(F)F)n3nc(N)nc3n2)cc1 | ? | 12.8% | -17.4% | 121.9%[activator] | 110.4%[activator] | -10.9% | ? | 23.7% | 20.8%
Cc1c(NC(=O)/C=C/c2cn(-c3ccccc3)nc2-c2ccccc2)c(=O)n(-c2ccccc2)n1C | -7.7% | -16.5% | -4.1% | -12.2% | ? | -27.4% | -25.6% | -10.5% | -25.9%
CC(Sc1nnc(Cc2cccs2)n1C)C(=O)Nc1ccc(C(N)=O)cc1 (centres undefined) | -7.6% | 3.7% | 6.0% | 16.1% | 0.8% | 0.6% | -0.9% | -3.1% | -1.5%
CCN(CC(=O)Nc1sc2c(c1C#N)CCCC2)Cc1nc2ccccc2c(=O)[nH]1 | ? | -22.9% | -0.1% | -0.4% | 9.0% | -5.0% | 14.6% | -0.6% | 13.7%
CC[C@H](C)[C@@H](C(=O)N1CCNCC1)n1cc([C@@H](N)CO)nn1 | 13.0% | 10.5% | 5.7% | -5.0% | -3.6% | 11.2% | 4.4% | 0.8%[9.22 µM] | -5.9%
Cc1ccc(N2CC(C(=O)Nc3cc(C)on3)CC2=O)c(C)c1 (centres undefined) | -3.0% | 9.5% | 11.5% | 8.0% | 20.0% | -0.3% | 18.1% | -2.2% | 3.8%
Cc1ccccc1-n1c(=O)cc(N2CC(C)OC(C)C2)[nH]c1=O (centres undefined) | 0.0% | -0.1%[9.24 µM] | -10.3% | 7.5% | 8.1% | -19.9% | 7.1% | -3.3% | -16.5%
O=C(NNC(=O)c1nn(-c2ccc(F)cc2)ccc1=O)c1ccc(Cl)cc1 | ? | -9.9% | -4.1% | 5.4% | -6.0% | -4.3% | 6.6% | -18.1% | -1.1%
CCc1ccc(N(C(=O)c2csnn2)C(C(=O)NC2CCCCC2)c2ccncc2)cc1 (centres undefined) | -29.9% | 1.4% | -13.1% | -2.6% | 36.6%[activator] | 4.6% | -2.7% | -1.4% | 12.5%
COc1ccc(CNc2ccc3c(c2)nc(C)n3C)cc1 | 0.0% | -0.8% | -25.7% | -4.9% | 1.0% | -4.3% | -3.5% | ? | -23.1%
COC(=O)c1ccc(=O)n(CC(=O)c2ccc(Cl)cc2)c1 | -7.6% | 4.4% | 17.3% | 2.6% | -3.6% | 1.0% | 16.9% | -0.9% | 5.0%
C=CCc1cccc(/C=N/NC(=O)C[n+]2ccccc2)c1O | 14.9% | ? | -3.4% | -10.3% | ? | ? | ? | ? | -5.4%
CC1Cc2ccccc2N1C(=O)Cn1nnc(-c2ccccc2NC(=O)C2CCC2)n1 (centres undefined) | -27.1% | -24.0% | -9.7% | -28.5% | ? | ? | 3.3% | -0.2% | -3.7%
O=C(Cn1ccc([N+](=O)[O-])n1)N1CCCCCC1 | 5.6% | -4.4% | 7.6% | 4.4% | 16.9% | 7.3% | 2.8% | -0.6% | -4.9%
Oc1ccc(-c2cnc3c(Nc4cccc(OC(F)(F)C(F)F)c4)nccn23)cc1 | ? | ? | 27.1% | -27.7% | ? | ? | ? | . | 4.6%
Cc1cc(NS(=O)(=O)c2ccc(NC(=O)/C=C/c3ccccc3)cc2)nc(C)n1 | 0.0% | -3.2% | 18.2% | 2.8% | 15.1% | -7.2% | 0.0% | 3.9% | -3.8%
C=C(C)Cn1c(=O)c(NC(=O)c2ccccc2)c2n(c1=S)CCC2 | 0.0% | 14.8% | -0.1% | -6.6% | -18.6% | 18.7% | 1.5% | 2.6% | 6.4%
Cc1cccnc1NC(=O)C12CCC(C)(C(=O)O1)C2(C)C (centres undefined) | -7.8% | 0.4% | -20.3% | 3.5% | 0.0% | 19.7% | -0.3% | 0.5% | 0.8%
CCCCN(Cc1ccco1)S(=O)(=O)c1ccc(-c2ccc(=O)[nH]n2)s1 | -10.6% | -9.1% | -1.4% | -15.7% | 13.7% | -4.7% | -4.6% | ? | 22.5%
CCOc1ccc(NC(=O)CSc2nnc(CNC(=O)c3c(F)cccc3Cl)o2)cc1 | 0.3% | . | 0.0% | -3.9% | 12.1% | . | 8.4% | . | .
O=C(c1ccc(Cl)cc1)c1ccccc1C(=O)N1CCOCC1 | -4.1% | -10.5% | -5.1% | -2.9% | 9.1% | 14.6% | 8.2% | -1.8% | 0.0%
COc1cc(/C=N/Nc2ccccn2)ccc1OCC(C)C | ? | -12.9% | 5.7% | ? | ? | -26.6% | -4.6% | ? | 18.1%
CC(NC(=O)c1ccco1)c1nc(-c2ccccc2Cl)no1 (centres undefined) | -17.9% | -0.3% | 6.8% | -4.3% | -26.7% | -5.9% | 0.1% | -1.1% | 10.5%
CC(C)N(CCNC(=O)c1ccc(OCC2CCCO2)cc1)C(C)C (centres undefined) | -12.2% | 0.0% | -22.8% | 7.0% | -13.0% | -1.6% | -1.1% | -15.8% | 0.3%
Cc1cccc(NC(=O)c2cc(S(=O)(=O)N3CCCCCC3)cn2C)c1C | 6.2% | . | 25.1% | 0.6% | -12.5% | . | 8.6% | . | 2.7%
COc1cc(C(=O)NNC(=O)COc2ccc(Cl)cc2)ccc1OCC(=O)N1CCOCC1 | . | 0.0% | -13.2% | 17.2% | 10.0% | -16.3% | . | -2.8% | 7.9%
Cc1cc(OCC(=O)Nc2ccncc2)ccc1Cl | -27.1% | -12.4% | 5.5% | -7.3% | 7.8% | -9.9% | -16.6% | 1.8% | -1.2%
CCOCCOCN(C#N)c1nc(OC)nc(N(C)C)n1 | ? | 1.7% | 12.4% | -7.0% | 15.6% | 0.4% | 12.2% | -5.2% | -5.7%
C=CCc1cccc2cc(C(=O)NCCc3c(C)[nH]c4c(C)cccc34)c(=O)oc12 | 5.9% | . | 0.0% | -6.6% | -2.5% | . | 26.7% | . | -6.4%

# Part of the list above with just HT1080NT lethal, KB-3-1 cytotox and GLP-1R agonist:
Molecule | HT1080NT lethal | KB-3-1 cytotox | GLP-1R agonist
CCOCCOCN(C#N)c1nc(OC)nc(N(C)C)n1 | 1.7% | 12.2% | -5.7%
O=C(c1ccc(Cl)cc1)c1ccccc1C(=O)N1CCOCC1 | -10.5% | 8.2% | 0.0%

# Assay outcomes: PubChem BioAssay, National Center for Advancing Translational Sciences (NCATS)
